Pf growth 96h: inhibits malaria parasite growth, 96 h | P. falciparum luciferase reporter growth, 96 h | Potency, µM (series often up to 28.7 µM), without a hit: top-dose activity change, negative = inhibition, most hits filed as inhibitors | 6.9% of 320,000 active | AID 504834; also: potency is read from the fitted curve at half-maximal effect; % is scaled to controls: 0 for no effect and ±100 for the full control effect
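Cell-based qHTS: luciferase-tagged P. falciparum in erythrocytes (2% hematocrit, 0.05% parasitemia final) incubated with compounds for 96 hours, 37 C, 5% CO2; luciferase detection reagent then added and luminescence measured.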
Pf growth 48h: inhibits P. falciparum growth in the first generation, 48 h; AID 504832; P. falciparum luciferase growth in erythrocytes, 48 h; 5.9% of 310,000 active; Potency, µM (highest dose often 28.7 µM), without a hit: at the highest dose activity change, negative = inhibition, actives largely listed as inhibitors; also: potency is read from the fitted curve at half-maximal effect; % is scaled to controls: 0 for no effect and ±100 for the full control effect
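Cell-based growth assay: transgenic P. falciparum expressing firefly luciferase, cultured in red cells within RPMI 1640 containing 0.5% w/v Albumax, 24 mM bicarbonate and gentamycin. A drop in luciferase activity indicates inhibition.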
TbPYK inhibitor: T. brucei pyruvate kinase inhibition; Q57TT1; TbPYK enzyme, Kinase-Glo Plus ATP luminescence, 45 min; Potency, µM (top dose mostly 76.8 µM), for the others: at the top dose activity, negative = inhibition, actives largely listed as inhibitors; 0.12% of 410,000 active; AID 624173; also: potency is read from the fitted curve at half-maximal effect; % is scaled to controls: 0 for no effect and ±100 for the full control effect; nearly all actives have a fitted effect of over 50% in size
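Readout: single end-point luminescence (Kinase-Glo Plus, 10 min). Reaction conditions were TbPYK/substrate plus 130 uM ADP, 45 min at RT, pH 7.2 TEA buffer. No-enzyme wells served as controls, and data were normalized before concentration-response fitting.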
AMA1-RON2 inh: disrupts binding of P. falciparum AMA1 to RON2; AlphaScreen AMA1-biotinylated RON2 peptide binding; Potency, µM (titrated, usually from 58.2 µM), for the others: at the highest dose activity change, negative = inhibition, actives largely listed as inhibitors; 0.2% of 360,000 active; AID 720542;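 also: potency is read from the fitted curve at half-maximal effect; 0% = vehicle wells and -100% = peptide control; nearly all actives have a fitted effect of over 45% in size; some results filed as inactive show a strong effect at the top dose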
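AMA1 (3D7) with his tag at 25 nM final met compounds first, then biotinylated RON2 peptide at 25 nM; detection used donor plus acceptor beads, 10 µg/mL apiece, read by AlphaScreen after 30 min at room temperature.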
Shiga inhibitor: blocks Shiga toxin action in Vero cells | Vero cells, Shiga toxin protein synthesis inhibition reporter | inhibition, % at 38.7 µM | 9.2% of 290,000 active | AID 2315; in the data active = inhibition mostly above about 28%, no sharp cut-off; inactive = mostly below about 43%; also: 0% is about no effect
Cycloheximide cs: affects cycloheximide protein synthesis inhibition readout, counter-screen | cell reporter, cycloheximide protein synthesis inhibition counterscreen | 12% of 300,000 active | max response, %; in the data active = max response mostly above about 13%, no sharp cut-off; inactive = mostly below about 14%; also: read at 38.3 µM for the half of the compounds with a filed dose; 0% is about no effect
LmPK inhibitor: blocks Leishmania mexicana pyruvate kinase activity | purified LmPK, Kinase-Glo ATP luminescence, 1 h | Potency, µM (top dose mostly 57.5 µM), without a hit: at the top dose activity change, negative = inhibition, hits mostly inhibitors | 0.37% of 290,000 active; also: potency is read from the fitted curve at half-maximal effect; % is scaled to controls: 0 for no effect and ±100 for the full control effect
Target sequence (Q27686 whole entry, looked up): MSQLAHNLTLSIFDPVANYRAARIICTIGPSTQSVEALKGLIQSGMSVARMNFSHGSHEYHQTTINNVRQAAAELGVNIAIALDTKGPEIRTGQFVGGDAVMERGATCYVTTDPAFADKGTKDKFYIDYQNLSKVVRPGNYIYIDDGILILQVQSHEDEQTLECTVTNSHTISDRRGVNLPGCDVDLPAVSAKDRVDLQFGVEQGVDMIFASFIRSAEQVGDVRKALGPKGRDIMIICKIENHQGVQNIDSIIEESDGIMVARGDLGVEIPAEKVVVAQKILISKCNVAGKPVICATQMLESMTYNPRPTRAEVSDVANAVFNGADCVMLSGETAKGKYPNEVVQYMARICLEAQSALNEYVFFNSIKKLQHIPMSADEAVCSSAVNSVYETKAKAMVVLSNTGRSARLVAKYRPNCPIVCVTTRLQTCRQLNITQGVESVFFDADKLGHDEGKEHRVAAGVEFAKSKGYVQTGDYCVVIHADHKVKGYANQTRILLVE
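0.1 nM LmPK, 0.5 mM PEP, 0.1 mM ADP; 50 mM imidazole pH 7.2, 7 mM MgCl2, 50 mM KCl; 1 h RT. Kinase-Glo luminescence readout, normalized to no-enzyme (full inhibition) and uninhibited wells.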
Active calls of the source: *; ? = inconclusive; . = not tested or not shown; [ ] = another dose, or the depositor's remark. Unless noted, calls follow the shape of the dose curve; as a rule, active = well fitted curve in the direction sought with a large enough effect; inconclusive = small, poorly fitted or top-dose-only effect, or another doubt; inactive = no such curve, though single readings can be large; an effect the other way counts as inactive or inconclusive.

SMILES | Pf growth 96h | Pf growth 48h | TbPYK inhibitor | AMA1-RON2 inh | Shiga inhibitor | Cycloheximide cs | LmPK inhibitor
COc1ccc(C)cc1S(=O)(=O)N1CCC(C)CC1 | -48% | -18% | -1% | 5% | 2 | 2 | 0%
CC1(C)CC(=O)C=C(Nc2ccc(Br)cc2F)C1 | -86% | -12% | -5% | 13% | . | 0 | -1%
CC(C)(C#N)NC(=O)c1ccco1 | 23% | -2% | -4% | -1% | -45 | -4 | -6%
CCOc1c(Br)cc(CNc2ccc(N3CCOCC3)cc2)cc1OC | ? | -12% | -8% | -24% | -11 | -2 | 3%
Cc1cc(C(=O)Cn2nc(C(=O)O)c3ccccc3c2=O)c(C)n1-c1cccc(C(F)(F)F)c1 | 11% | 2% | 0% | -1% | -18 | -1 | 1%
O=C(Nn1cc(C(=O)Nc2ccc(F)cc2F)c2ccccc2c1=O)c1cnccn1 | ? | ? | -1% | 25% | -2 | -5 | 2%
Cc1ccc(NC(=O)C(C)SCc2nc3sc4c(c3c(=O)[nH]2)CCCC4)nc1 (centres undefined) | 0% | -5% | -10% | 47%[activator] | 33 | -1 | -8%
Cc1nc2ccc(NC(=O)c3oc4ccc(F)cc4c3C)cc2s1 | 16% | 14% | -6% | 24% | . | . | .
Cc1cc(C)cc(N(CC(=O)Nc2ccccc2)C2=NC3CS(=O)(=O)CC3S2)c1 (centres undefined) | 25% | 0% | 3% | 1% | 11 | -2 | -2%
Cc1[nH]cnc1CSCc1ccc(F)cc1 | ? | -7% | 0% | -8% | 31* | 49* | -7%
O=C(CSc1nnc(NC2CCCCC2)s1)NCc1ccco1 | -19% | -4% | -2% | -8% | -32 | 13 | 0%
CCOC(=O)Cc1nc(-c2ccc(Cl)cc2)n[nH]1 | 56% | 33%[activator] | -3% | -11% | 38 | 26* | 0%
N#CCn1cc(/C=N/NC(=O)c2cc3c(ccc4ccccc43)o2)c2ccccc21 | 12µM* | 9.3µM* | -6% | 17% | -4 | 7 | -1%
CCOC1OC(=O)C(Cl)=C1Nc1ccccc1C (centres undefined) | 13% | -14% | 3% | -1% | -15 | -2 | 0%
CCCN1C2=NS(=O)(=O)CCN2c2ccccc21 | . | 20% | -14% | -10% | 5 | 6 | -1%
CCN=C1NN=C(c2ccc(C)cc2)CS1 | -48% | 63%[activator] | ? | 55%[activator] | 106* | 38* | -22%
O=[N+]([O-])c1cccc(-c2nc(NCc3ccccc3)c3ccccc3n2)c1 | 11% | ? | -3% | -3% | 9 | 5 | 2%
COc1ccc(NC(=S)Nc2ccc(OC)cc2OC)c(OC)c1 | 7% | 2% | -11% | 11% | -6 | 1 | 2%
COCC(C)NC(=O)c1ccc(-n2nc(C(F)(F)F)cc2-c2cccs2)cc1 (centres undefined) | . | 0% | 2% | -11% | -10 | 1 | 7%
COc1ccccc1C(=O)Nc1ccccn1 | ? | 256%[activator] | -18% | 10% | 60* | 36* | -29%
CSc1ncccc1C(=O)OCc1ccccc1Cl | 24% | 74%[activator] | 5% | 67%[activator] | 60 | 41* | -7%
O=C(O)c1ccc(/C=N/Nc2nc(N3CCCCC3)nc(N3CCCCC3)n2)cc1 | 3% | -25% | -1% | -2% | -7 | -2 | 1%
CCCCn1c(=O)[nH]c(=O)c2c1nc(-c1ccc(-c3ccccc3Br)o1)n2CCOC | -4% | 14% | -28% | 0% | 7 | 0 | -1%
COc1ccc2nc(SCC(=O)Nc3ccc4sc(C)nc4c3)c(C#N)cc2c1 | ? | ? | -6% | 14% | -6 | 1 | 0%
CN1CCN(/N=C/c2ccc(-c3ccc([N+](=O)[O-])cc3)o2)CC1 | 0% | -25% | -5% | -19% | 47* | 31* | -1%
CCn1cc(CN2CCCC(CO)(Cc3ccc(F)cc3)C2)c2ccccc21 (centres undefined) | 123%[activator] | ? | 0% | -7% | 6 | -4 | 2%
CCC(C)N=Cc1c(O)n(-c2ccccc2)c(=O)[nH]c1=O (centres undefined) | 22% | . | -21% | -5% | -12 | -2 | 1%
Cc1onc(-c2ccccc2)c1C(=O)N/N=C/c1ccc([N+](=O)[O-])s1 | ? | 12µM* | 2% | -10% | -1 | 1 | -5%
COc1ccc2nc3cccc(OC)c3nc2c1 | ? | ? | -10% | -4% | 63* | 44* | -7%
Cc1ccc(S(=O)(=O)Nc2c(C)n(C)n(-c3ccccc3)c2=O)cc1C(=O)NCc1ccccn1 | ? | -13% | 3% | 21% | -7 | 8 | 8%
CCCc1nc(SCC(=O)Nc2cc(Cl)ccc2OC)c2c(=O)n(C)c(=O)n(C)c2n1 | ? | 18% | . | . | -6 | -3 | 4%
CCOCC(=O)Nc1cccc(C(=O)OCC)c1 | . | 6% | -1% | 2% | -2 | 2 | -9%
Cc1ccc(C(=O)Nc2cccc(S(=O)(=O)N(C)c3ccccc3)c2)o1 | 13µM* | 8.3µM* | -11% | 10%[11.6 µM] | . | . | .
COc1cccc(-c2nn(-c3ccccc3)cc2CN(C)C(C)c2ccon2)c1 (centres undefined) | -6% | ? | -2% | -28% | -5 | 1 | 6%
O=C(CCN1CCOCC1)Nc1ccc2c(c1)CCC2 | 3.7µM* | 20% | 4% | -9% | 17 | 12 | -3%
CSc1ccc(S(=O)(=O)NCC(=O)OC(C)C(=O)NCc2ccccc2)cc1[N+](=O)[O-] (centres undefined) | 8% | 2% | 12% | ? | . | . | .
Cn1c(-n2c(CCN3C(=O)c4ccccc4C3=O)nc3ccccc3c2=O)nc2ccccc21 | 13% | . | . | . | -17 | 2 | 7%
NNC(=O)CCc1nc2ccccc2[nH]1 | 2% | ? | . | . | -7 | 5 | -2%
COc1ccc(N2C(=O)C(Cl)=C(N3CCCC3)C2=O)cc1 | 37%[activator] | -7% | -11% | 0% | -2 | 17 | -7%
CCC1(Cc2ccccc2)NC(=O)c2ccccc2O1 (centres undefined) | 14% | ? | 0% | -11% | 19 | 12 | -14%
COc1cc(S(=O)(=O)N(C)C2CCCCC2)c(C)cc1C | 3% | -25% | -1% | 6% | 15 | 0 | 2%
Cc1ccccc1NC(=O)c1cnc2ccccn2c1=O | 6.6µM* | 44%[activator] | -9% | 0% | 86* | 79* | -26%
Cc1ccc(N(C(=O)CNC(=O)c2ccco2)C(C(=O)NC2CCCC2)c2ccncc2)cc1F (centres undefined) | -1% | 9% | 2% | 11% | -6 | -2 | -13%
O=C1CC(c2cccnc2)c2cc3c(cc2N1)OCO3 (centres undefined) | -14% | 6% | 1% | 2% | 12 | -6 | -4%
Cn1ncc(Br)c1C(=O)N1CCOCC1 | 0% | 2% | -3% | 4% | -4 | -2 | -2%
CCC(=O)c1ccccc1OCC(=O)Nc1c(C)cccc1C | 6% | -15% | 5% | -19% | -5 | -1 | 2%
O=c1c(/C=C(\O)c2ccccc2)nc2ccccc2n1-c1ccccc1 | . | ? | 1% | 85%[activator] | 20 | -2 | 5%
NS(=O)(=O)c1ccc(CCNC(=O)CSc2nc3ccccc3c(=O)n2CCC(=O)N2CCCCC2)cc1 | 159%[activator] | -5% | -4% | -5% | -6 | -7 | -1%
O=C(O)CSc1nnc(-c2ccc(Cl)cc2Cl)n1-c1ccc(Br)cc1 | ? | 13% | -15% | -7% | -3 | 1 | 3%
CCOC(=O)N1CCN(c2ccc(C(=O)c3cccc(F)c3)cc2)CC1 | 33%[activator] | . | 3% | 38%[activator] | 0 | 23 | 4%

Reprinted from the part before: five compounds; new compounds follow.
SMILES | Pf growth 96h | Pf growth 48h | TbPYK inhibitor | AMA1-RON2 inh | Shiga inhibitor | Cycloheximide cs | LmPK inhibitor
CCC(=O)c1ccccc1OCC(=O)Nc1c(C)cccc1C | 6% | -15% | 5% | -19% | -5 | -1 | 2%
O=c1c(/C=C(\O)c2ccccc2)nc2ccccc2n1-c1ccccc1 | . | ? | 1% | 85%[activator] | 20 | -2 | 5%
NS(=O)(=O)c1ccc(CCNC(=O)CSc2nc3ccccc3c(=O)n2CCC(=O)N2CCCCC2)cc1 | 159%[activator] | -5% | -4% | -5% | -6 | -7 | -1%
O=C(O)CSc1nnc(-c2ccc(Cl)cc2Cl)n1-c1ccc(Br)cc1 | ? | 13% | -15% | -7% | -3 | 1 | 3%
CCOC(=O)N1CCN(c2ccc(C(=O)c3cccc(F)c3)cc2)CC1 | 33%[activator] | . | 3% | 38%[activator] | 0 | 23 | 4%
O=C(COC(=O)c1ccc(O)cc1)NCCC1=CCCCC1 | -11% | 1% | -3% | -2% | 5 | 8 | 6%
CCCCCCn1cnc2c(c1=O)c1nc3ccccc3nc1n2Cc1cccs1 | 37%[activator] | 16% | -3% | 0% | -9 | -2 | 4%
O=C(CNC(=O)c1cccs1)N/N=C/c1ccco1 | 79%[activator] | 30% | 0% | 4% | 38 | 6 | 1%
COc1cc2c(cc1OC)CN(C(=O)C1CCCN1S(=O)(=O)c1ccc(F)cc1)CC2 (centres undefined) | 27% | -13% | 8% | -4% | 2 | 4 | -3%
O=C(c1ccc([N+](=O)[O-])o1)N1CCN(c2nc3c(F)cc(F)cc3s2)CC1 | 0.33µM* | 1µM* | -5% | -7% | . | . | .
CC(C)(C)CN1C(=O)C(=O)NC[C@@H]1Cc1ccc(O)cc1 | 33%[activator] | 57%[activator] | -4% | 8% | -2 | -2 | -5%
O=C(NNS(=O)(=O)c1ccc([N+](=O)[O-])cc1)c1ccncc1 | ? | 17% | 0% | 56%[activator] | -8 | -6 | 1%
O=C(N/N=C/c1ccncc1)c1nc(-c2ccccc2)n2c1CCCCC2 | -28% | -14% | 1% | 77%[activator] | -7 | -2 | -1%
CCOC(=O)N1CCN(C(=O)Cn2ncc3ccccc32)CC1 | 46%[activator] | -18% | 2% | 3% | 1 | -5 | 0%
Cc1ccc(S(=O)(=O)Oc2ccccc2C=C2C(=O)N(C)C(=O)N(C)C2=O)cc1 | 12µM* | -13% | -27% | -11% | 38 | 12 | 3%
O=C(O)c1cc([N+](=O)[O-])c(NCc2cccnc2)c([N+](=O)[O-])c1 | 41% | 9% | -17% | 0% | -15 | 6 | 1%
CN(Cc1ccccc1)c1ccc(C(CC(N)=O)NC(=O)Cc2ccc(Br)cc2)cc1[N+](=O)[O-] (centres undefined) | ? | ? | -3% | 0% | -5 | -3 | 2%
Cc1c(N=CC=Nc2c(C)n(C)n(-c3ccccc3)c2=O)c(=O)n(-c2ccccc2)n1C | 20% | -7% | . | . | -4 | -2 | -1%
COc1ccc(NC(=O)c2nc[nH]c2C(=O)N[C@@H](C)c2ccccc2)cc1 | ? | ? | 0% | 110%[activator] | -7 | -4 | 1%
COc1ccc(CN2CCSc3sccc3C2=O)cc1 | -5% | . | 4% | 12% | -2 | 0 | -6%
O=C(NCc1ccc(Cl)cc1)C1=Cc2cc(Cl)ccc2OC1 | 15% | -12% | -22% | 5% | -6 | -1 | -1%
CC(=O)Nc1ccc(C(=O)CSc2nc3ccccc3n2CC(=O)N2CCCC2)cc1 | 3.7µM* | . | 2% | -6% | -11 | -5 | 8%
COc1ccc(C)cc1NC(=O)NCc1ccccc1F | -8% | 7% | 3% | -15% | 7 | 13 | -1%

Assay outcomes from PubChem.
